Shn3 3UTR inh = reduction of Shn3 3'UTR firefly luciferase signal, primary screen, Schnurri-3 inhibitor project, cell-based, Clone20 osteoblasts, set 2. 360,000 tested, 0.52% active. inhibition, % at 12.5 µM. Clone20 osteoblast Shn3 3'UTR firefly luciferase, 24 h;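 active means mean inhibition of at least 75% with every replicate also reaching 75%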;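 further: 0% = median of neutral control wells and 100% = pilot-screen positive control compound; some compounds past the cut are filed as inactive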
HIF-2a block = HIF-2a reporter inhibitors, primary screen, luminescence, 786-0 RCC cells. 786-0 RCC cells HIF-2a reporter, luciferase luminescence, overnight. AID 624352, 2012. 360,000 tested, 0.72% active. inhibition, % at 18.8 µM;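 active means inhibition of the luminescence signal of 40% or more relative to plate controls, in a single-dose primary screen at 18.75 µM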
NR2E3 ag-1 = inhibitors of NR2E3-RetCOR corepressor binding, primary screen, NR2E3 agonist project, biochemical, TR-FRET, GST-NR2E3, biotin-RetCOR; 320,000 tested, 0.12% active; AID 2300, 2010; 1536-well; inhibition of corepressor binding, % at 4.78 µM;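 active means percent inhibition above the cutoff of mean plus 3 SD of all tested compounds, set per screening campaign, cut at about 20% in these data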;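 further: 0% = DMSO wells and 100% = biotin wells as full block of FRET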
Target sequence (Q9Y5X4 whole entry, looked up): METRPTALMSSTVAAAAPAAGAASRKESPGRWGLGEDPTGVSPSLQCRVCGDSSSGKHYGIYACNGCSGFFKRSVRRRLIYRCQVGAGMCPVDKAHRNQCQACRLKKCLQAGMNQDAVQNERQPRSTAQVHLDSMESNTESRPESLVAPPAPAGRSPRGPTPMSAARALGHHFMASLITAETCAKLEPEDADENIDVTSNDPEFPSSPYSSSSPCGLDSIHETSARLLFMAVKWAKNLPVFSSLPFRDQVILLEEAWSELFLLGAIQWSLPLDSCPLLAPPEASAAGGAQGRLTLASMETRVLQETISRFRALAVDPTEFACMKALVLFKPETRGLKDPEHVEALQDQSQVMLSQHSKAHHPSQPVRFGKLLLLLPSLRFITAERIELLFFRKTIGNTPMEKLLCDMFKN
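Test system: GST-NR2E3 and biotin-RetCOR proteins | Quantity: 1.35 nM GST-tagged NR2E3 final | Medium: Tris pH 7.5 | Also added: 7 nM biotin-RetCOR | Dosing: Compound at 4.8 µM, single dose | Timing: 5 h at 4 °C | Detection: Time-resolved FRET | Read-out basis: Percent inhibition | Benchmarks: Biotin wells as high control, 0.6% DMSO wells as low control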
hiPSC survival = enhancers of single-cell hiPSC survival, primary screen, ATPlite luminescence | 360,000 tested, 0.044% active | survival enhancement, % at 20 µM | 100% = ROCK inhibitor wells, 0% = DMSO; in the data active means survival enhancement above about 18%;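 further: cells exposed to compounds for 16 hours before the ATP read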
Peg3 promoter = Peg3 promoter-driven luciferase inhibitors, primary screen, cell-based, HeLa, luciferase luminescence; HeLa PEG-Prom luciferase reporter, overnight; 360,000 tested, 1.7% active; inhibition, % at 20 µM; AID 588405, 2011;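 active means inhibition of at least 50% at 20 µM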
NR2E3 ag-2 = NR2E3 agonists in two-hybrid cells, primary screen, cell-based, luminescence, CHO-S, Gal4-NCOR/VP16-NR2E3; luciferase; AID 602229, 2012; Photoreceptor-specific nuclear receptor (Homo sapiens), Q9Y5X4; inhibition of corepressor binding, % at 3.98 µM; 360,000 tested, 0.35% active;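 active means inhibition above the mean of all tested compounds plus 3 SD, cut at about 70% in these data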;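 further: 0% = DMSO with NR2E3 transfected cells and 100% = cells lacking NR2E3 construct; higher means lower luciferase signal from less NR2E3 corepressor binding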
HTR2A ag = mouse Htr2a agonists via beta-arrestin recruitment, primary screen, cell-based, luminescence; 5-hydroxytryptamine receptor 2A (Mus musculus), P35363; CHO-K1 mHTR2A beta-arrestin complementation; percent of 30 µM serotonin response; activation, % at 7.6 µM; 360,000 tested, 0.66% active; AID 624169, 2012;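 active means activation above a run cutoff, the mean activation of all tested compounds plus 3 SD, cut at about 14% in these data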;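 further: 0% = plate median of compound wells and 100% = 30 µM serotonin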
CaV13 ICDI inh = Disruptors of the CACNA1D IQ motif to Ca2+-dependent inactivation inhibitor domain association, primary screening, Förster resonance energy transfer in intact living …; HEK cells, CFP/YFP FRET ICDI-IQ, plate reader, 10 min; percent FRET-ratio fall versus neutral wells; inhibition, % at 12.3 µM; 340,000 tested, 0.098% active;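 active means mean replicate inhibition of at least 30% and at least 1% of replicates passing that level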;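 further: 0% = median of the neutral control wells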
TRPM1 prom inh = inhibitors of MITF-dependent TRPM1 promoter reporter, primary screen, cell-based, SK-MEL-5, single point, luciferase; inhibition, % at 12.5 µM; SK-MEL-5 TRPM1 promoter luciferase, 24 h; 330,000 tested, 0.83% active;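 active means mean inhibition across replicates of 60% or more, whatever share of single replicates reaches that level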; further: values of inactives mirror those of a sister screen read the other way
PDI inh = inhibitors of human PDI, primary screen, biochemical, turbidity, single point, plate reader; PDI insulin aggregation turbidity, A650, 90 min; inhibition, % at 10 µM; AID 588391, 2011; Protein disulfide-isomerase (Homo sapiens), P07237; 350,000 tested, 0.052% active;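 active means mean inhibition across replicates of 30% or more, whatever share of single replicates reach that level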;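 further: absorbance from insulin aggregation driven by PDI reduction with DTT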
Target sequence (P07237 whole entry, looked up): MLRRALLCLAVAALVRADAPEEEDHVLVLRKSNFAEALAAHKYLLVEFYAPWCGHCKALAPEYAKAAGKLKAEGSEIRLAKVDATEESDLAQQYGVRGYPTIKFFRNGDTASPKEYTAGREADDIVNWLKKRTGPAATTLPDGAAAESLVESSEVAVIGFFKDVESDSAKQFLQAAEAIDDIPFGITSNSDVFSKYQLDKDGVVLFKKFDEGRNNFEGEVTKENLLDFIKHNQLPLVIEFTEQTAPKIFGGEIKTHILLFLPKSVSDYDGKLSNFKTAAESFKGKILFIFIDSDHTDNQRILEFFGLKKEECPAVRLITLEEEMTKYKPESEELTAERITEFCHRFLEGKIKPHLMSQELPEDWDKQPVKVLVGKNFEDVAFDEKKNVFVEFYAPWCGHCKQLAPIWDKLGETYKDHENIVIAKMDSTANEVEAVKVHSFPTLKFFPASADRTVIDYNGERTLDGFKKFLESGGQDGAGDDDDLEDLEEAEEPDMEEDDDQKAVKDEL
Cardio protect = cardioprotection against H2O2-induced cell death, primary screen, uHTS, H9c2 cells, ATPLite luminescence; AID 588492, 2011; H9c2 cardiomyocytes, H2O2 injury protection, 2 h; 360,000 tested, 0.63% active; protection from H2O2 cell death, % at 20 µM;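 active means compounds giving at least 50% protection of heart cells from peroxide-induced death in the single-dose screen, raw or plate-pattern-corrected value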;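 further: 0% = DMSO wells with peroxide and 100% = DMSO wells without peroxide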
* = called active by the depositor; · = not tested or not shown; & = joins results of further samples.

1	CCc1nn(CC(=O)N2CCC3(CC2)OCCO3)c(=O)c2cc3ccccc3n12
2	C[C@]12CCC3C(CC[C@H]4C[C@@H](O)CC[C@]34C)C1CC[C@@]2(O)C(F)(F)F (stereo partly drawn)
3	CCOc1ccc2nc(N=Nc3c(O)[nH]c(=S)[nH]c3=O)sc2c1
4	Cc1cc(/C=C2/C(=O)NC(=O)N(c3ccccc3)C2=O)c(C)n1-c1ccc(F)cc1
5	C[C@]12CCC3C(C[C@@H](O)[C@H]4C[C@@H](O)CC[C@]34C)C1CC[C@@H]2O (stereo partly drawn)
6	Cc1cc(Cl)nc(N)n1
7	FC(F)=C(F)CCSc1ncn[nH]1
8	Cc1c(C(=O)c2ccccc2)c2ccccc2n1C

entry no.,1,2,3,4,5,6,7,8
Shn3 3UTR inh,-10,7,-4,15,14,-16,-2,6
HIF-2a block,2,11,-64,-3,13,20,8,1
NR2E3 ag-1,0,·,-1,0,·,3,1,0
hiPSC survival,-0.5,-0.6,-0.7,1.5,-2.6,1.4,-3.2,0.9
Peg3 promoter,7,-26,-13,-4,-5,-5,-8,-5
NR2E3 ag-2,2,-18,-31,-3,15,-7,1,-50
HTR2A ag,4,-4,2,3,1,5,2,-6
CaV13 ICDI inh,-2,-5,-1,·,-7,-3,9,-19
TRPM1 prom inh,-9,·,-4,2,-3,-2,13,6
PDI inh,-1,3,0,7,-1,-1,10,-2
Cardio protect,10,-2,-3,-4,2,6,10,-6

9	Fc1cccc(F)c1CN1CCN(Cc2c(F)cccc2F)CC1
10	COc1ccccc1N1CCN(Cc2c(F)cccc2Cl)CC1
11	COC1/C=C/C=C(\C)Cc2cc(O)c(Cl)c(c2)N(C)C(=O)CC(OC(=O)C(C)C)C2(C)OC2C(C)C2CC1(O)NC(=O)O2 (stereo not drawn)
12	CN(C)C1(CNC(=O)c2ccc(Cl)c(S(=O)(=O)NCc3ccco3)c2)CCCCC1
13	CCN(CC)c1ccc(/C=C2\C(=O)NC(=O)N(CC3CCCO3)C2=O)cc1 (stereo not drawn)
14	O=C(C1CC(c2ccc(F)cc2)=NO1)N1CCC2(CC1)OCCO2 (stereo not drawn)
15	Cc1ccc(Cn2ccccc2=N)cc1
16	N=C1c2ccccc2CN1CC(=O)c1ccccc1

entry no.,9,10,11,12,13,14,15,16
Shn3 3UTR inh,12,-15,-15,18,-3,-34,3,-111
HIF-2a block,-8,4,35,12,1,-166,3,-190
NR2E3 ag-1,-1,0,·,4,2,1,·,4
hiPSC survival,-1.6,0.6,-1.4,1.4,-0.7,0.6,0.5,-3.0
Peg3 promoter,11,12,-22,17,3,-178,2,-201
NR2E3 ag-2,-27,-18,34,-13,-10,-65,6,-163
HTR2A ag,-3,-1,-2,-8,0,-1,3,-2
CaV13 ICDI inh,-1,·,-9,-5,3,-5,-3,-6
TRPM1 prom inh,-2,5,59,-9,-8,-49,5,-51
PDI inh,-1,-1,63*,3,3,-7,1,14
Cardio protect,-7,-3,7,3,16,3,5,-1

17	CC1(O)CCC2C3CCC4=CC(=O)CCC4=C3C=CC21C (stereo not drawn)
18	C=COCCn1c(C)c(C(=O)OCC)c2cc(O)ccc21
19	CCOC(=O)c1c(-n2c(C)cc(/C=C3/C(=O)NC(=O)N(CC)C3=O)c2C)sc2c1CCCC2
20	C=C1C(=O)OC2CC(C)C3C=CC(=O)C3(C)C(O)C12 (stereo not drawn)
21	CCOP(=O)(OCC)C(NC(=O)C(Cl)Cl)C(Cl)(Cl)Cl (stereo not drawn)
22	Cc1cc(C)c2c(c1)-c1cc(C)nn1C(c1cccnc1)N2 (stereo not drawn)
23	CCCCn1c(O)c(C(C)=NCCCN(C)C)c(=O)[nH]c1=O
24	O=C(Cn1c(NCCCl)nc2ccccc21)c1ccc(Br)cc1

entry no.,17,18,19,20,21,22,23,24
Shn3 3UTR inh,31,24,-9,97*,-5,-17,4,7
HIF-2a block,-9,6,22,86*,8,-13,23,16
NR2E3 ag-1,·,1,-1,·,1,2,-3,-1
hiPSC survival,-1.5,-1.6,2.1,50*,-0.8,-0.4,-2.5,-0.1
Peg3 promoter,13,0,16,106*,-6,18,11,11
NR2E3 ag-2,33,-18,-4,92*,-9,-24,8,-30
HTR2A ag,5,0,-2,1,-2,6,13,-3
CaV13 ICDI inh,-5,-5,-6,·,-6,-6,-6,-4
TRPM1 prom inh,2,9,-2,100*,-2,·,-2,-4
PDI inh,0,-4,-7,-1,11,·,-7,3
Cardio protect,-12,8,0,-17,-2,-7,10,0

25	O=c1c2ccccc2nc(-c2ccco2)n1-c1ccccc1
26	Brc1ccc(C2N3CCCN23)cc1 (stereo not drawn)
27	CCOP(=O)(Cc1cc(C#N)oc1C)OCC
28	O=c1[nH]c(=O)n(CC2CCCO2)c(O)c1/C=C1\C=Nc2ccccc21 (stereo not drawn)
29	CCOC(=O)c1ccc(N=C(CC)c2c(O)n(C)c(=O)n(C)c2=O)cc1
30	C[N+]1(C)CCc2cc3c(cc2[C@H]1[C@@H]1OC(=O)c2c1ccc1c2OCO1)OCO3
31	CCC(CC)N1CCN(Cc2nc3ccccc3c(=O)n2-c2ccc(F)cc2)CC1
32	CCN1/C(=C/C=C/C2=[N+](CC)c3ccccc3C2(C)C)C(C)(C)c2ccccc21

entry no.,25,26,27,28,29,30,31,32
Shn3 3UTR inh,14,8,3,-23,-8,1&-21&6,-12,79
HIF-2a block,-1,14,9,2&1,10,9&-6,10,39*
NR2E3 ag-1,-1,-1,-1,-3&-1,1,0&0,-2,·
hiPSC survival,-2.0,11,-0.4,1.7&2.1,0.0,1.0&1.0,-0.1,-3.1
Peg3 promoter,9,-1,9,-6&4,7,-10&-7,6,96*
NR2E3 ag-2,-16,3,14,-5&-8,-7,-3&-15,-3,104*
HTR2A ag,2,1,1,1&4,5,2&-1,-4,-12
CaV13 ICDI inh,-4,-5,-4,-17&-4,-5,-6&-6,-1,-1
TRPM1 prom inh,5,0,12,4&15,-15,11&1,2,·
PDI inh,-9,-4,-5,2&-5,-6,2&-8,-1,-9
Cardio protect,0,-3,5,11&5,-6,-6&30,2,-35

Gathered by group, the compounds so far with bromine (two)
24	O=C(Cn1c(NCCCl)nc2ccccc21)c1ccc(Br)cc1
26	Brc1ccc(C2N3CCCN23)cc1 (stereo not drawn)

entry no.,24,26
Shn3 3UTR inh,7,8
HIF-2a block,16,14
NR2E3 ag-1,-1,-1
hiPSC survival,-0.1,11
Peg3 promoter,11,-1
NR2E3 ag-2,-30,3
HTR2A ag,-3,1
CaV13 ICDI inh,-4,-5
TRPM1 prom inh,-4,0
PDI inh,3,-4
Cardio protect,0,-3

Further records.
33	C#C[C@@]1(O)CCC2C3CCC4=C/C(=N/OCC(=O)NC(C(=O)O)C(C)O)CC[C@]4(C)C3CC[C@@]21C (stereo partly drawn)
34	COC(=O)C1=C(c2ccc3ccccc3c2)C[C@@H]2CC[C@H]1N2C(=O)NC1Cc2ccccc2C1
35	COc1cc(C(C)=O)ccc1OC(=O)N(C)c1ccccc1
36	O=S(=O)(F)c1ccc2nc(-c3cccc(Sc4ccccc4)c3)cc(Cl)c2c1
37	NC1=Nc2ccccc2Oc2ccccc21
38	CNC(=O)Nc1ccc(C(=O)N/N=C\C23CC[C@@H](O)CC2(O)CC[C@@H]2[C@@H]3CCC3(C)C(C4=CC(=O)OC4)CCC23O)cc1 (stereo partly drawn)
39	CCCC1CCCCC12C(=O)NC(=O)NC2=O (stereo not drawn)
40	COc1ccc(-c2cc(=NCC(=O)O)c3ccccc3o2)cc1

entry no.,33,34,35,36,37,38,39,40
Shn3 3UTR inh,19,-4,4,-23,-9,3,-1,-63
HIF-2a block,10,12,12,12,4,7,11,-120
NR2E3 ag-1,1,5,4,1,-1,3,·,1
hiPSC survival,-0.5,-1.1,0.1,0.0,0.2,1.5,2.0,-0.3
Peg3 promoter,-10,25,5,13,-2,8,0,-90
NR2E3 ag-2,5,-9,4,-13,-6,16,-10,-103
HTR2A ag,7,-5,11,-2,-11,0,-6,1
CaV13 ICDI inh,-4,-2,-5,-4,-5,-1,-8,·
TRPM1 prom inh,-2,16,-1,-6,4,1,3,-4
PDI inh,-4,-3,4,-1,-16,-4,1,4
Cardio protect,0,1,-5,-1,5,0,4,-1

Three of the compounds above, with bars between the fields.
no. | Molecule | Shn3 3UTR inh | HIF-2a block | NR2E3 ag-1 | hiPSC survival | Peg3 promoter | NR2E3 ag-2 | HTR2A ag | CaV13 ICDI inh | TRPM1 prom inh | PDI inh | Cardio protect
33 | C#C[C@@]1(O)CCC2C3CCC4=C/C(=N/OCC(=O)NC(C(=O)O)C(C)O)CC[C@]4(C)C3CC[C@@]21C (stereo partly drawn) | 19 | 10 | 1 | -0.5 | -10 | 5 | 7 | -4 | -2 | -4 | 0
34 | COC(=O)C1=C(c2ccc3ccccc3c2)C[C@@H]2CC[C@H]1N2C(=O)NC1Cc2ccccc2C1 | -4 | 12 | 5 | -1.1 | 25 | -9 | -5 | -2 | 16 | -3 | 1
35 | COc1cc(C(C)=O)ccc1OC(=O)N(C)c1ccccc1 | 4 | 12 | 4 | 0.1 | 5 | 4 | 11 | -5 | -1 | 4 | -5

Other records
41	CCCCCCC(Cl)(Cn1ccnc1)c1ccccc1 (stereo not drawn)
42	O=C1CCN(C(=O)CNC(=O)Cc2ccccc2)CC1
43	CCN(CC)c1ccc(CN(C)CCc2ccc(OC)c(OC)c2)cc1
44	CCOP(=O)(/C=C(\Cl)c1ccccc1)C(O)c1ccc(F)cc1 (stereo not drawn)
45	CCCCCn1c(=O)c(C(=O)NCc2ccccc2)c(O)c2ccccc21
46	Oc1ccc(/C=N/NP(=S)(c2ccccc2)c2ccccc2)c(O)c1O
47	Cc1ccc(N2C(=O)NC(=O)/C(=C\c3cc(C)n(-c4ccc(C(=O)O)cc4)c3C)C2=O)cc1

entry no.,41,42,43,44,45,46,47
Shn3 3UTR inh,9,7,-7,7,68,-8,-5
HIF-2a block,19,6,3,15,29,12,10
NR2E3 ag-1,6,1,-3,-5,4,2,0
hiPSC survival,-0.1,-0.9,-2.7,-0.5,-0.5,3.2,-0.3
Peg3 promoter,19,8,-9,10,20,13,4
NR2E3 ag-2,-12,3,-23,-47,0,2,-45
HTR2A ag,-8,-1,-10,1,-1,2,3
CaV13 ICDI inh,-20,-3,-3,-1,-2,-4,-3
TRPM1 prom inh,-1,2,-7,-5,19,2,-5
PDI inh,10,7,1,0,2,-1,7
Cardio protect,-6,9,-6,-6,47,26,-3

High-throughput results (PubChem BioAssay)

Not all compounds are listed (hit frequency here may not be typical).
